Sm TGR block: blocks Schistosoma mansoni thioredoxin glutathione reductase; Potency, µM (doses to about 114 µM), for inactives: at the top dose activity change, negative = inhibition, usual class: inhibitors; purified TGR, DTNB reduction, TNB absorbance 405 nm; actives 3% (n = 360,000); Q962Y6; AID 485364; also: potency is read from the fitted curve at half-maximal effect; nearly all actives have a fitted effect of over 60% in size
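TGR 20 nM + NADPH 100 uM (dispensed conc.), cpd preinc 15 min RT; start with NADPH (500 uM addition) then DTNB (15 mM addition). Kinetic TNB absorbance, 405 nm filter. Four-parameter Hill fit across titration.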
HCV inh: blocks hepatitis C virus; actives 3.4% (n = 340,000); Huh7.5.1 HCVcc-Cre infection, luciferase reporter, 44 h; AID 651820; Potency, µM (doses to about 41.8 µM), without a hit: top-dose activity change, negative = inhibition, usual class: inhibitors; also: potency is read from the fitted curve at half-maximal effect
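Seed cells (1,000/well) for 4 h; treat with compound and infect with HCVcc-Cre, moi about 0.5. Incubate 44 h, then detect luciferase activity.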
HCMV antiviral: inhibitors of human cytomegalovirus. HFF cells, HCMV-luciferase reporter, 72 h; stronger effect = lower value. activity change, negative = inhibition, % at 57.5 µM. actives 4.5% (n = 410,000); in the data active = activity change below about -60%; inconclusive = no clear call, values can overlap the other calls; inactive = above about -39%
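Steps: HFFs plated, 16 h 37C; compounds added; HCMV-luciferase added to MOI 1 PFU/cell; 72 h 37C; OneGlo reagent, 5 min room temperature; luminescence read, normalized to controls.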
AmpC inh detg: AmpC beta-lactamase inhibition with detergent present; P00811; AmpC hydrolysis of nitrocefin, absorbance 480 nm, 0.01% Triton; Potency, µM (top dose mostly 114 µM), inactives show top-dose activity change, negative = inhibition, actives largely listed as inhibitors; actives 0.041% (n = 370,000);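 also: potency is read from the fitted curve at half-maximal effect; 0% = no-compound wells and -100% = no-enzyme wells; nearly all actives have a fitted effect of over 25% in size; some results filed as inactive show a strong effect at the top dose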
Target sequence (P00811 whole entry, looked up): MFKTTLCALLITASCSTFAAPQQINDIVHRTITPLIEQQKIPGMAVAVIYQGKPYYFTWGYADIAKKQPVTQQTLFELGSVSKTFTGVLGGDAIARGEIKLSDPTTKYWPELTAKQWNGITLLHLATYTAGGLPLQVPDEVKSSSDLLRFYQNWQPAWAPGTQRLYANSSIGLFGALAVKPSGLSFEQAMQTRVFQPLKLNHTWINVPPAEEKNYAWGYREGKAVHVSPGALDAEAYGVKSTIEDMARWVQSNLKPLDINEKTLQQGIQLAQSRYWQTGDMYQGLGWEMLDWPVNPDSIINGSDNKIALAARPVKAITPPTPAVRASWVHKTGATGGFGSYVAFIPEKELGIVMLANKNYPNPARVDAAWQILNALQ
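20 mM phosphate pH 7.0 + 0.01% (detergent screen) or 0.0001% Triton X-100; 5.3 nM AmpC reagent; cpd preinc 15 min RT; nitrocefin (800 uM stock) to start; A480 q20 s × 4 min; Activity was normalised to no-enzyme and no-compound control wells.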
FBPA Giardia inh: inhibitors of Giardia lamblia fructose-1,6-bisphosphate aldolase | purified Giardia FBPA | Potency, µM (top dose mostly 59.6 µM), for inactives: at the highest dose activity, negative = inhibition, most hits filed as inhibitors | actives 0.71% (n = 290,000); also: potency is read from the fitted curve at half-maximal effect; nearly all actives have a fitted effect of over 55% in size
Target sequence (A8B2U2 whole entry, looked up): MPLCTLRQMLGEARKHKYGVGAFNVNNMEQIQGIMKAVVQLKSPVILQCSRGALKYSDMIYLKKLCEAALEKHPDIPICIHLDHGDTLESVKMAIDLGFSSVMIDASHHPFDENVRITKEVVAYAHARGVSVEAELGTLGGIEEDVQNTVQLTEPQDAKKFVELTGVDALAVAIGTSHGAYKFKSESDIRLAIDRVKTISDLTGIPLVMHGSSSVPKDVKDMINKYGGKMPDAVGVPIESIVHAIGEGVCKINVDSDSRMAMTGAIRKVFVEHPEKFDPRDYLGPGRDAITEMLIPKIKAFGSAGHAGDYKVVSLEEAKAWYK
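40 nM FBPA preincubated 10 min at RT with compound (up to 57.5 uM final), then substrate plus GAPDH/TPI/NAD/arsenate coupling and diaphorase/resazurin added. Fluorescence read after 20 min at RT, 525/598 nm.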
AMA1-RON2 inh: inhibitors of Plasmodium falciparum AMA1-RON2 interaction; AlphaScreen AMA1-biotinylated RON2 peptide binding; Potency, µM (top dose mostly 58.2 µM), without a hit: at the highest dose activity change, negative = inhibition, actives largely listed as inhibitors; actives 0.2% (n = 360,000); AID 720542;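 also: potency is read from the fitted curve at half-maximal effect; 0% = vehicle wells and -100% = peptide control; nearly all actives have a fitted effect of over 45% in size; some results filed as inactive show a strong effect at the top dose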
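AMA1 (3D7) with his tag at 25 nM final met compounds first, then biotinylated RON2 peptide at 25 nM; detection used donor plus acceptor beads, 10 µg/mL apiece, read by AlphaScreen after 30 min at room temperature.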
Active calls of the source: *; ? = inconclusive; nt = not tested or not shown; & = joins results of further samples; [ ] = remark or other dose. Unless noted, calls follow the shape of the dose curve; as a rule, active = well fitted curve in the direction sought with a large enough effect; inconclusive = small, poorly fitted or top-dose-only effect, or another doubt; inactive = no such curve, though single readings can be large; an effect the other way counts as inactive or inconclusive. Unless noted, % is scaled to controls: 0 for no effect and ±100 for the full control effect. Hits appear at their usual frequency; any-hit rate near 9.3%.

SMILES	Sm TGR block	HCV inh	HCMV antiviral	AmpC inh detg	FBPA Giardia inh	AMA1-RON2 inh
Cc1ccc(SCCC(=O)NCc2ccncc2)cc1	0%[57.1 µM]	7%	-26	-5%	-4%	2%
O=C(COc1ccc(Cl)cc1Cl)c1ccc[nH]1	12%	11%	-20	5%	-3%	0%
CCc1nc(N)c(C#N)c(-c2ccco2)c1C	0%	-7%	-5	?	-5%	7%
Cn1nc(C(=O)NCCCN2CCCCC2)c2c1-c1ccccc1S(=O)(=O)C2	-21%	-2%	nt	-11%	-8%	-14%
CC(C)C[C@H](NS(=O)(=O)c1ccc(Br)cc1)C(=O)O	-6%	3%	-9	3%	-2%	4%
O=C(OCCN1CCCCC1)c1ccccc1Br	9%	12%	24	-3%	-24%	-7%
COC(=O)C1CCN(S(=O)(=O)c2ccc(NC(C)=O)cc2)CC1	-11%	-6%	20	-7%	5%	0%
CC12CN3CC(C)(CN(C1)C3c1ccc(Cl)cc1Cl)C2=O (stereo not given)	-3%	16%	38	0%	8%	8%
O=C(Oc1ccccc1C(=O)N1CCOCC1)c1ccc(Br)cc1	-2%	1%	7	1%	0%	-11%
COc1ccc(C(=O)CSc2nc(N)nc(SC)c2C#N)cc1	-3%	5%	11	?	-8%	-6%
COc1cc(NC(=O)c2ccc([N+](=O)[O-])cc2)ccc1NC(=O)C(C)C	16%	?	?	4%	1%	20%
Cc1ccccc1S(=O)(=O)Cc1ccc(C(=O)NC(C)c2ccccc2)o1 (stereo not given)	-15%	2%	-38	?	6%	0%
CCCCNC(=O)C(=O)Nc1cc2c3c(c1)CCC(=O)N3CCC2	6%	13%	25	-3%	nt	5%
CCCC(CCC)c1nnc(NC(=O)c2ccco2)s1	-18%	18%	-1	?	-3%	13%
CCOC(=O)c1ccc(NC(=O)c2c(O)c3ccccc3n(C)c2=O)cc1	0%	nt	nt	-5%	3%	nt
Cc1cc(C)n2nc(-c3cccc(Br)c3)cc2n1	0%	?	111	?	-3%	9%
C/C=C(\C)c1nnc(NC(=O)OCC)s1	8%	3%	6	-1%	5%	27%
Cc1cc(C)cc(C(=O)N2CCC(C(N)=O)CC2)c1	-2%	2%	40	11%	3%	-7%
CCOc1ccccc1OCC(=O)Nc1ccc(Cl)cc1Cl	6%	13%	-13	4%	3%	-6%
CCCC(=O)Nc1ccc(N2CCCCC2)cc1	-22%	6%	161	3%	-3%	-8%
CCNC(=S)N(CCN(C)C)Cc1cc2cc(OCC)ccc2[nH]c1=O	8%	3%	4	4%	-1%	0%
CCC(C)c1ccc(S(=O)(=O)N2CCN3CCCC3C2)cc1 (stereo not given)	-7%	6%	-6	-2%	1%	-10%
O=C(CC(Nc1ccc(Cl)cc1)C(=O)O)c1ccccc1 (stereo not given)	0.71µM*	10%	114	-4%	-6%	-6%
CC1(C(=O)N(Cc2ccccc2)Cc2ccccc2)CC1(Br)Br (stereo not given)	2%	?	?	?	13%	1%
C=C(C)COc1ccc2c(CC)cc(=O)oc2c1	nt	?	?	3%	0%	15%
CC(Oc1ccc(-c2ccccc2)c(F)c1)c1ccn(S(=O)(=O)c2ccc(F)cc2)n1 (stereo not given)	10%	?	3	-8%	-1%	3%
Cc1onc(-c2c(F)cccc2Cl)c1C(=O)OCC(=O)NC(=O)NCC(C)C	9%	-26%	-9	2%	-4%	-3%
CCN1C(=O)/C(=c2\sc3nc(=O)c(Cc4ccccc4)nn3c2=O)c2ccccc21	3.5µM*	0%	6	2%	-11%	-4%
COc1ccc(NC(=O)COc2ccc3c(C)cc(=O)oc3c2)cc1S(=O)(=O)N1CCCCC1	?	-18%	-13	-20%	nt	9%
Cc1[nH]c(=O)[nH]c(=O)c1C1N2CC3(C(C)C)CN1CC(C(C)C)(C2)C3=O (stereo not given)	0%	nt	-4	19%	nt	nt

3 entries from above, sorted by length of the SMILES, highest first.
SMILES	Sm TGR block	HCV inh	HCMV antiviral	AmpC inh detg	FBPA Giardia inh	AMA1-RON2 inh
COc1ccc(NC(=O)COc2ccc3c(C)cc(=O)oc3c2)cc1S(=O)(=O)N1CCCCC1	?	-18%	-13	-20%	nt	9%
Cc1[nH]c(=O)[nH]c(=O)c1C1N2CC3(C(C)C)CN1CC(C(C)C)(C2)C3=O (stereo not given)	0%	nt	-4	19%	nt	nt
Cc1cc(C)cc(C(=O)N2CCC(C(N)=O)CC2)c1	-2%	2%	40	11%	3%	-7%

Record cards (already shown).
O=C(CC(Nc1ccc(Cl)cc1)C(=O)O)c1ccccc1 (stereo not given) in the list: Sm TGR block = 0.71µM*; HCV inh = 10%; HCMV antiviral = 114; AmpC inh detg = -4%; FBPA Giardia inh = -6%; AMA1-RON2 inh = -6%
CC(Oc1ccc(-c2ccccc2)c(F)c1)c1ccn(S(=O)(=O)c2ccc(F)cc2)n1 (stereo not given) in the list: Sm TGR block = 10%; HCV inh = ?; HCMV antiviral = 3; AmpC inh detg = -8%; FBPA Giardia inh = -1%; AMA1-RON2 inh = 3%

(more compounds)
SMILES	Sm TGR block	HCV inh	HCMV antiviral	AmpC inh detg	FBPA Giardia inh	AMA1-RON2 inh
C=CCc1c(C)nc2nc(SCC(=O)Nc3ccccc3CC)nn2c1C	13%	nt	-29	5%	nt	nt
COc1ccc(NC(=O)COC(=O)c2ccc([N+](=O)[O-])o2)cc1Cl	25µM*	5%	18	4%	?	-12%
CN(Cc1ccco1)C(=O)CN1C(=O)NC2(CCCCC2)C1=O	-16%	7%	-4	0%	nt	7%
CC(C)CN1C(=O)c2ccc(C(=O)Nc3c[nH]c(=O)[nH]c3=O)cc2C1=O	3%	21%	-35	4%	1%	7%
COc1cc(NC(=O)CC(C)S(=O)(=O)c2ccc3c(c2)CCN3C(C)=O)cc(OC)c1OC (stereo not given)	-1%	nt	0	18%	nt	nt
O=C(Nc1cc(Cl)ccc1Oc1ccccc1)c1ccccc1F	-1%	-28%	22	-12%	-1%	30%[activator]
O=C(O)COCC(=O)Nc1ccccc1-c1ccccc1	nt	14%	-28	-7%	2%	-12%
CCOc1cc(CNCCc2ccccc2)ccc1OCC(=O)NC(C)(C)C	4%	?	-2	-4%	-5%	-2%
O=S(=O)(NCc1ccccn1)c1ccccn1	2%	27%	24	?	12%	155%[activator]
CCN(c1ccc(Cl)cc1)S(=O)(=O)c1nnc(NC(=O)C(C)C)s1	-2%&-12%	-4%	-4&-17	25%	8%	0%
COc1ccc(NC(=O)COc2cccc3c2CCN(Cc2cccnc2)C3=O)cc1	-13%	nt	24	3%	nt	0%
Cc1ccc2nc(-c3ccc(NC(=O)COc4ccc(Br)cc4Br)cc3)sc2c1	-13%	nt	1	-5%	nt	nt
O=C(O)/C(=C/c1ccco1)NC(=O)c1ccc(Br)o1	?	9%	24	-16%	-2%	-3%
Cc1nnc(SCC(=O)Nc2ccc(Cl)cn2)[nH]c1=O	5%	0%	-37	0%	0%	-12%
CN1CCN(CCNC(=O)c2cn(Cc3ccccc3F)nn2)CC1	-6%	2%	?	3%	0%	-9%
CCc1nc2sc3c(c2c(=O)o1)CCCC3	37%[activator]	0%	-5	?	-19%	-10%
CC1CCN(C(=O)c2c(NC(=O)c3ccccc3Cl)sc3c2CCC(C(C)(C)C)C3)CC1 (stereo not given)	10%	nt	-6	12%	nt	nt
Cc1cccc(C(=O)NC2CCN(C(=O)Nc3ccccc3C)CC2)c1	14%	24%	-103*	-5%	-3%	0%
CCSc1nc(=S)n(CC)c(C)c1C(C)=O	2%	-1%	7	-2%	-8%	-6%
Cc1cc(C)nc(SCc2ccc(C(=O)N/N=C/c3cccnc3)cc2)n1	43%[activator]	nt	nt	4%	-7%	nt
CCc1noc(C)c1C(=O)OC(C)C(=O)Nc1ccccc1OC (stereo not given)	-10%	17%	-13	-18%	nt	0%
CCN(CC)c1ccc(/C=N/NC(=O)C2CC2)cc1	-7%	-9%	15	-1%	-4%	7%
COc1ccc(C2/C(=C(/O)c3ccc(C)cc3)C(=O)C(=O)N2C)cc1 (stereo not given)	1%	11%	20	?	6%	-3%
CC1CN(C(=O)/C=C/c2cccc([N+](=O)[O-])c2)CC(C)O1 (stereo not given)	nt	-3%	33	nt	nt	14%
Nc1nc(SCC(=O)Nc2ncc(C(F)(F)F)cc2Cl)n[nH]1	-3%	13%	45	-1%	-4%	22%
COC(=O)[C@H](C)NC(=O)Nc1ccc(OC)c(OC)c1	0%	-3%	-33	-11%	1%	11%
COCCNC(=O)C(=O)NCCN1CCOCC1	-4%	17%	?	-2%	5%	5%
Cc1ccc(S(=O)(=O)NCc2nc3nc(C)cc(C)n3n2)cc1	-2%	nt	15	9%	nt	nt
CCOc1ccc(NC(=O)CN(C)C(=O)C2CSC3(C)CCC(=O)N23)cc1OCC (stereo not given)	2%	10%	35	6%	nt	18%
CCN(CC)c1ccc(C2C(C(N)=O)=C(C)Nc3nc(SCc4ccccc4Cl)nn32)cc1 (stereo not given)	-6%	nt	?	?	nt	nt
CCc1nc(SCc2ccccn2)[nH]c(=O)c1C	5%	5%	19	1%	-21%	5%
COCCCNC(=O)C(=O)NC1CCCCCC1	5%	1%	-16	?	6%	-12%
CCCCOc1cc(=O)[nH]c(=O)[nH]1	-13%	13%	16	-4%	-2%	0%
O=C(NNC(=O)C1CC(=O)N(Cc2ccccc2)C1)c1ccc(Br)cc1 (stereo not given)	-18%	-1%	-33	-15%	-5%	96%[activator]
COc1cc(CCCN2C(N)=NC[C@@H]2Cc2ccccc2)cc(OC)c1OC	2%	7%	-16	0%	9%	2%
CCOC(=O)c1cncc(C(=O)O)c1	40%[activator]	-1%	57	?	2%	-1%
COc1cccc(/C=C2\SC(=O)N(CCC(=O)NC3CCS(=O)(=O)C3)C2=O)c1 (stereo not given)	-12%	-1%	2	-4%	nt	6%
CC(C)(C)c1ccc(-c2nc(SCC(=O)Nc3ccccc3F)n3[nH]c(=O)cc3n2)cc1	-2%	nt	3	-3%	nt	nt
Cc1cc(C(=O)COc2ccc(C#N)cc2)c(C)n1CC1CCCO1 (stereo not given)	nt	?	-29	nt	nt	?
CCOc1ccc(C(=O)NCC(=O)N2CCCCCCC2)cc1	-17%	-20%	-32	-6%	nt	10%
CC(C)(C)c1ccc(-c2nnc(SCC(=O)O)n2N)cc1	0%	20%	-3	?	-14%	-14%
CCOn1c(=O)c(-c2ccc(C)cc2)[n+]([O-])c2ccccc21	-14%	5%	-60*	2%	11%	-8%
CC(=O)Cn1ncc(N(C)Cc2ccccc2)c(Cl)c1=O	9%	6%	-15	-5%	6%	-1%
Cc1[nH]c2ccccc2c1C(=O)C(=O)N1c2ccccc2CC1C (stereo not given)	?	?	-62*	-4%	-9%	7%
CCOc1ncccc1C(=O)OCC(=O)NCCc1ccc(S(N)(=O)=O)cc1	1%	6%	-6	6%	nt	-4%
Cn1nnc(NC(=S)NC(=O)/C=C/c2ccco2)n1	3.2µM*	-2%	71	3%	3.5µM*	6%
CCOC(=O)CCP(=O)(O)C(O)(c1ccccc1)c1ccccc1	-7%	8%	17	-6%	7%	-6%
COc1ccc(S(N)(=O)=O)cc1C(=O)NNC(=O)C1COc2ccccc2O1 (stereo not given)	nt	5%	20	nt	nt	63%[activator]

Source: PubChem
